# Screens: PubChem, National Center for Advancing Translational Sciences (NCATS)
# IL-2 act: IL-2 activation; actives 0.065% (n = 360,000); activation, % (series mostly up to about 46 µM); IL-2 activation reporter assay, cell-based qHTS; stimulated with anti-CD3/CD4/CD28 beads; in transgenic mouse T cells; in the data active means activation above about 50%; inconclusive means mostly about 30% to 49%; further: 0% is about no effect
#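 First, unstimulated transgenic mouse T cells were exposed to compound for 60 min. Next, anti-CD3/anti-CD4-coated beads with anti-CD28 were added. Finally, after 18 h at 37 degrees C, EGFP and DsRed were imaged.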
# GLP-1R inv ag: inverse agonists of human GLP-1 receptor; Potency, µM (series often up to 38.3 µM), inactives show top-dose activity change, negative = inhibition, hits mostly inhibitors; actives 1.6% (n = 410,000); HEK293 GLP-1R CRE-luciferase, luminescence, 24 h; GLP-1R form is constitutively active; P43220; further: potency means the concentration at half of the fitted maximal effect; on the % scale 0 is the no-effect control and ±100 the full control effect; nearly all actives have a fitted effect of over 55% in size
#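 Stable HEK293 clone (constitutively active GLP-1R + cAMP-response luciferase); 200 cells/uL plated, 12 h pre-culture, compound 24 hr, 37 deg C/5% CO2; detection reagent 12 min RT; luminescence.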
# PI5P4K alpha inh: blocks human PI5P4K alpha kinase activity; PI5P4Kalpha enzyme, ADP-Glo luminescence, 60 min; hits give low values; P48426; max response, %; actives 1.2% (n = 330,000); active means max response of -50% or lower; inconclusive means between -30% and -50%; inactive means -30% or higher; further: value at the top dose of about 77 µM; on the % scale 0 is the no-effect control and ±100 the full control effect
#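 Controls without substrate or without enzyme flank wells where PI5P4Kalpha converts substrate using 5 microM ATP (final). Incubation lasts 60 minutes at room temperature; ADP formed is read by ADP-Glo luminescence.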
# D3 ag: agonists of human D3 dopamine receptor; D3R DiscoveRx beta-arrestin cells, luminescence, 90 min; max activation, %; actives 0.58% (n = 410,000); AID 652048; in the data active means max activation above about 30%; further: 0% is about no effect; mostly tested at two doses, the higher about 12 µM
# Target sequence (P35462 whole entry, looked up): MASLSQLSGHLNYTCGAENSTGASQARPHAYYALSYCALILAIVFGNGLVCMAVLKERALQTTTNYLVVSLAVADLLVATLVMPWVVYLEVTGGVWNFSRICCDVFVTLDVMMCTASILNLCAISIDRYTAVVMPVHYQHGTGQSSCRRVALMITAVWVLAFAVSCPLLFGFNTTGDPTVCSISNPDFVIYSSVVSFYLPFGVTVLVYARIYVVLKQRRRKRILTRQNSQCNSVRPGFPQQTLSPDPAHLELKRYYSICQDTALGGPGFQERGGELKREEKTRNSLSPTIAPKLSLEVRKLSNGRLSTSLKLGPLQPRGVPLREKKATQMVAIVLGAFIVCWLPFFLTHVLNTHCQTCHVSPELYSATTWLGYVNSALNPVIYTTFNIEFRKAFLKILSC
#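 Cells at 1500/well, incubated overnight, then treated with pinned compounds (dopamine as control) for 90 min at 37 degrees C. DiscoveRx reagent added for 30 - 60 minutes at room temperature; luminescence read.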
# GLP1R ag: agonists of human GLP-1 receptor | AID 624172 | Potency, µM (titrated, usually from 45.6 µM), inactives show at the highest dose activation, most hits filed as activators | P43220 | actives 0.007% (n = 380,000) | HEK293 GLP-1R CRE-luciferase, luminescence, 4-6 h; cells express a hypersensitive GLP-1R form; further: potency means the concentration at half of the fitted maximal effect; % of control where 0% means no effect
# WRN helicase inh: blocks human WRN helicase. Potency, µM (highest dose often 114 µM), for the others: at the top dose activity change, negative = inhibition, most hits filed as inhibitors. WRN helicase unwinding, fluorescent forked duplex, kinetic. AID 651768. actives 0.46% (n = 360,000). Q14191; further: potency means the concentration at half of the fitted maximal effect; on the % scale 0 is the no-effect control and ±100 the full control effect; nearly all actives have a fitted effect of over 55% in size
#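 Kinetic fluorescence helicase assay: unwinding of a quenched forked DNA duplex (100 nM final) with 2 mM ATP final raises red fluorescence (525/598 nm). Compounds sat 15 min at room temperature with 20 nM WRN beforehand.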
# HEK293 tox: cytotoxicity counter-screen for GLP-1 receptor inverse agonists. Potency, µM (doses to about 38.3 µM), for the others: at the top dose activity change, negative = inhibition, usual class: inhibitors. actives 0.13% (n = 410,000). HEK293 cAMP-luciferase reporter cells, luminescence, 24 h;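 further: loss of luciferase light is scored as toxicity; potency means the concentration at half of the fitted maximal effect; on the % scale 0 is the no-effect control and ±100 the full control effect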
#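 Step one: seed cells (200 cells/uL, DMEM with 10% Nu serum, 1% pen-strep). Step two: 12-hour incubation at 37 deg C. Step three: pin 23 nL compound, incubate 24 hr. Step four: add luciferase reagent, read luminescence 12 min later.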
# PLK1 PBD block: blocks phosphopeptide binding to human PLK1 polo-box domain | Plk1 PBD binding of FITC phosphopeptide, fluorescence polarization | Potency, µM, for inactives: max response, negative = inhibition, hits mostly inhibitors | actives 2.8% (n = 360,000); further: potency means the concentration at half of the fitted maximal effect; series mostly up to about 57 µM; on the % scale 0 is the no-effect control and ±100 the full control effect; nearly all actives have a fitted effect of over 65% in size
# Target sequence (P53350 whole entry, looked up, the tested form may be a part): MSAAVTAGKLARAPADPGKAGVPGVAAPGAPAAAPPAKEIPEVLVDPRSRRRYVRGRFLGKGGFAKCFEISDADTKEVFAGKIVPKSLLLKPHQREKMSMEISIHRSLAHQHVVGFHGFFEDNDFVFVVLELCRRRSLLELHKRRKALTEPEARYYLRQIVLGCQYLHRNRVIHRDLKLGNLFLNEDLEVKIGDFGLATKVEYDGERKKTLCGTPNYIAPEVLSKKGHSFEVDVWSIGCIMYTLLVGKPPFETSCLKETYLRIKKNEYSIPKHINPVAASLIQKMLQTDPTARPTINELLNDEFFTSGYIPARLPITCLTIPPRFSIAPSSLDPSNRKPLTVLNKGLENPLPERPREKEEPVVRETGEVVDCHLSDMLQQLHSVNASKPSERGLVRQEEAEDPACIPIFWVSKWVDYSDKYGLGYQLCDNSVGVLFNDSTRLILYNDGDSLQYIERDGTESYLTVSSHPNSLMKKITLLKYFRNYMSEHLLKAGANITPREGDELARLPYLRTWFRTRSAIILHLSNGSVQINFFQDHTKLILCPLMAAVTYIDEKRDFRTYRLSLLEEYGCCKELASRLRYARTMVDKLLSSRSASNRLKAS
# DRD3 antagonist: antagonists of human D3 dopamine receptor | P35462 | D3R cells, DiscoveRx beta-arrestin luminescence, antagonist mode; hits give low values | max response, negative = inhibition, % | actives 2.5% (n = 360,000) | AID 652054; in the data active means max response below about -50%; inconclusive means no clear call, values can overlap the other calls; further: on the % scale 0 is the no-effect control and ±100 the full control effect; mostly tested at two doses, the higher about 12 µM
#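 Cells expressing the human receptor were seeded at 1500 cells/well, incubated overnight at 37 degrees C in 5% CO2, then exposed to library compounds with dopamine controls for 90 minutes at 37 degrees C before luminescent detection.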
# * marks the source's active call; other numbers are inactive results; u = inconclusive; x = not tested or not shown; [ ] = dose if it differs, or a comment. Unless noted, the call rests on the fitted dose curve; in most records, active means well fitted curve in the direction sought with a large enough effect; inconclusive means small, poorly fitted or top-dose-only effect, or another doubt; inactive means no such curve, though single readings can be large; an effect the other way counts as inactive or inconclusive.
1. COC(=O)CC1C(=O)NCCN1C(=O)c1ccc([N+](=O)[O-])cc1 (stereo not given)
2. CC1CC(C)CN(C(=O)c2cc3c(s2)CCC3)C1 (stereo not given)
3. COc1ccc(-c2c(C)sc(NC(=O)c3ccnn3C)c2C#N)cc1
4. Cc1ccc(S(=O)(=O)N2CCN(C(=O)c3cc(S(=O)(=O)N(C)C)ccc3N3CCCC3)CC2)cc1
5. CN(CC(=O)Nc1ccc(Cl)c(Cl)c1)C(=O)C12CC3CC(CC(C3)C1)C2
6. Cc1cc(C)nc(/N=C(\N)Nc2cccc([N+](=O)[O-])c2)n1
7. CC1=C(C(=O)Nc2ccc(CC(=O)NCc3ccccc3C)cc2)SCCO1
8. COC(=O)c1cc(OC)c(OC)cc1NC(=O)Nc1ccccc1OC
Screen / compound no.	1	2	3	4	5	6	7	8
IL-2 act	-0.1	-4.8	-2.5	-0.6	-5.8	-0.6	0.8	-1.2
GLP-1R inv ag	28%	0%	29%	35%[activator]	5%	7%	u	0%
PI5P4K alpha inh	1	-12	-1	-3	2	10	1	0
D3 ag	-9	-11	55*	-8	-8	2	0	2
GLP1R ag	13%	2%	4%	7%	-5%	-6%	20%	-4%
WRN helicase inh	-1%	-23%	1%	8%	-9%	0%	-6%	-2%
HEK293 tox	-1%	7%	-7%	-12%	-21%	-5%	-20%	4%
PLK1 PBD block	-6%	-15%	-9%	2%	3%	1%	-10%	0%
DRD3 antagonist	5	-27	98	3	-6	-2	13	6

9. O=C(CNC(=O)c1cccs1)NCC(=O)OCc1c(Cl)cccc1Cl
10. O=C(C1CCC1)N1CCc2cc(S(=O)(=O)NCc3ccc(F)cc3)ccc21
11. CC(OC(=O)C1=COCCO1)C(=O)Nc1cccc(S(=O)(=O)N2CCOCC2)c1 (stereo not given)
12. O=C(NCc1ccco1)/C(=C/c1cccnc1)NC(=O)c1cccc(Br)c1
13. CCOC(=O)c1c(NC(=O)CSc2nc3c(c(=O)n(C)c(=O)n3C)n2CC)sc(C)c1C
14. O=Cc1ccccc1-c1cn(CN2C(=O)c3ccccc3C2=O)nn1
15. Cc1cc([N+](=O)[O-])nn1Cc1ccc(C(=O)N/N=C/c2ccccc2)cc1
16. COc1cc(NC(=O)c2ccccc2Cl)c(OC)cc1NC(=O)CN1CCCCC1
Screen / compound no.	9	10	11	12	13	14	15	16
IL-2 act	-1.3	x	-0.3	0.1	0.8	0.2	1.7	0.5
GLP-1R inv ag	12%	4%	1%	-7%	5%	7%	16%	-17%
PI5P4K alpha inh	x	x	-5	-1	x	-8	-20	2
D3 ag	13	2	10	-6	11	-12	-5	5
GLP1R ag	0%	2%	0%	-2%	1%	-4%	16%	4%
WRN helicase inh	-4%	x	-1%	-4%	-3%	7%	-21%	-1%
HEK293 tox	1%	-5%	6%	-16%	-13%	6%	12%	7%
PLK1 PBD block	1%	x	6%	-14%	-3%	-14%	-14%	-2%
DRD3 antagonist	-20	x	-2	10	26	-2	-15	6

17. Cc1ccc(CNC(=O)C(Cc2ccccc2)NS(=O)(=O)c2ccc(Br)s2)cc1 (stereo not given)
18. CCn1cc2nc(SCC(=O)Nc3ccccc3F)n(Cc3ccccc3)c(=O)c2n1
19. O=C(c1cc(Br)c[nH]1)N1CCSCC1
20. COC(=O)c1ccc(S(=O)(=O)NCc2ccco2)n1C
21. COc1cc(C2Nc3cc(Cl)c(S(N)(=O)=O)cc3S(=O)(=O)N2)cc(OC)c1OC (stereo not given)
22. Cc1cccc(C)c1NC(=O)NC1(C(=O)NCCN2CCOCC2)CCCCC1
23. Cc1nnc2sc(COc3ccccc3)nn2c1=O
24. Cc1ccc(C(=O)NC(=S)Nc2ccc3[nH]c(=O)[nH]c3c2)cc1C
Screen / compound no.	17	18	19	20	21	22	23	24
IL-2 act	-4.1	0.6	-0.2	5.8	0.7	0.1	-1.2	-2.0
GLP-1R inv ag	10µM*	u	6%	11%	8%	-5%[7.66 µM]	2%	9%
PI5P4K alpha inh	3	-2	-4	-3	-7	-6	u	3
D3 ag	10	5	7	-2	2	1	1	3
GLP1R ag	7%	20%	17%	4%	2%	-1%	-1%	2%
WRN helicase inh	-10%	-2%	-2%	1%	-7%	4%	-7%	-7%
HEK293 tox	-10%	-28%	3%	0%	-2%	2%[7.66 µM]	5%	23%
PLK1 PBD block	6%	-3%	-3%	3%	-4%	4%	-2%	-17%
DRD3 antagonist	10	2	-12	7	12	9	26	-10

# The last 4 entries of the part before lead into the next.
21. COc1cc(C2Nc3cc(Cl)c(S(N)(=O)=O)cc3S(=O)(=O)N2)cc(OC)c1OC (stereo not given)
22. Cc1cccc(C)c1NC(=O)NC1(C(=O)NCCN2CCOCC2)CCCCC1
23. Cc1nnc2sc(COc3ccccc3)nn2c1=O
24. Cc1ccc(C(=O)NC(=S)Nc2ccc3[nH]c(=O)[nH]c3c2)cc1C
25. COc1cc(C(=O)N2CCNC(=O)C2CC(=O)Nc2ccc(C)c(C)c2)cc(OC)c1OC (stereo not given)
26. CCc1nc2c(OCc3cccc(OC)c3)cccn2c1N(C)C(=O)c1ccc(OC)cc1
27. COc1ccc(NC(=O)CCC(=O)N/N=C/c2cn(C)nc2C)cc1
28. O=C(N/N=C/c1c[nH]c2ccccc12)c1cc(Cl)ccc1O
29. CCCc1ccc(S(=O)(=O)Nc2ccc(C)c(NS(C)(=O)=O)c2)cc1
30. COc1ccc(Oc2ccc(N/C=C3\CCCC3=O)cc2)cc1
31. C[C@@H]1CCCCO[C@H](CN(C)C(=O)Nc2ccccc2)[C@@H](C)CN([C@H](C)CO)C(=O)c2cc(NS(=O)(=O)c3cn(C)cn3)ccc2O1
32. Cn1cccc1C(=O)NNC(=O)COc1ccc(C#N)cc1
Screen / compound no.	21	22	23	24	25	26	27	28	29	30	31	32
IL-2 act	0.7	0.1	-1.2	-2.0	x	0.0	-1.0	-3.5	-3.7	-5.9	-2.6	-0.5
GLP-1R inv ag	8%	-5%[7.66 µM]	2%	9%	-14%	6%	-3%	-5%	u	-9%	14%	4%
PI5P4K alpha inh	-7	-6	u	3	x	7	3	-55*	4	-13	4	-1
D3 ag	2	1	1	3	8	-10	23	-9	-7	-9	4	-1
GLP1R ag	2%	-1%	-1%	2%	0%	19%	2%	-2%	5%	16%	-4%	-23%
WRN helicase inh	-7%	4%	-7%	-7%	x	-1%	-2%	-16%	-7%	-33%	8%	9%
HEK293 tox	-2%	2%[7.66 µM]	5%	23%	-5%	2%	0%	-15%	3%	14%	2%	-23%
PLK1 PBD block	-4%	4%	-2%	-17%	x	-6%	5%	-16%	-3%	-7%	0%	-3%
DRD3 antagonist	12	9	26	-10	x	u	14	2	-12	0	-3	-29

33. C/C(=N\NC(=O)c1nn(C)cc1Br)c1cccc(NC(=O)C2CCCC2)c1
34. CCCCC(Sc1nc(C)c(Cc2ccccc2)c(=O)[nH]1)C(=O)O (stereo not given)
35. CCOC(=O)C1CCN(Cc2coc3c(Cl)cc(Cl)cc3c2=O)CC1
36. C/C(=N\N(Cc1ccccc1)c1ccccc1)c1ccncc1
37. Cn1c(=O)oc2cc(S(=O)(=O)N3CCCC(C(=O)Nc4ccccn4)C3)ccc21 (stereo not given)
38. CC1(C)Cc2c(sc(NC(=O)c3ccco3)c2C(=O)O)CO1
39. O=C(CC(=O)NN=C1CCCCCC1)NCc1cccnc1
40. Cn1c(=O)[nH]c(=O)c2c1nc(SCCC(=O)O)n2Cc1cccc(Br)c1
Screen / compound no.	33	34	35	36	37	38	39	40
IL-2 act	-2.5	0.7	0.7	1.8	0.8	-1.2	1.0	0.6
GLP-1R inv ag	1%	7%	1%	u	11%	1%	-9%	22%
PI5P4K alpha inh	0	-3	x	14	-2	x	-6	-15
D3 ag	-6	-1	-6	4	-3	2	-2	-10
GLP1R ag	0%	-1%	1%	3%	-1%	2%	4%	11%
WRN helicase inh	-5%	7%	-10%	-3%	8%	-15%	-4%	6%
HEK293 tox	-3%	3%	2%	14%	-12%	-2%	-3%	0%
PLK1 PBD block	-5%	-8%	-5%	-9%	-9%	-6%	-2%	-20%
DRD3 antagonist	8	114	4	3	-3	-10	5	-23

# Down the list, as entered above.
# Compounds 10–14 in PI5P4K alpha inh read x, -5, -1, x, -8

# More structures follow:
41. COc1cccc2cc(C(=O)Nc3ccccc3C)/c(=N/O)oc12
42. CC(=O)Nc1ccc(CN(C)c2c(C)nc3ccc(C(=O)Nc4ccc(Cl)c(Cl)c4)cn23)cc1
43. CCN1CCN(C(=O)CN2C(=O)COc3ccc(S(=O)(=O)N4CCOCC4)cc32)CC1
44. Cc1ccc(-c2noc(CCC(=O)N3CCN(c4cc(C)ccc4C)CC3)n2)cc1
45. FC(F)(F)c1cc(N2CCOCC2)nc(-c2ccccc2)n1
46. CC1CN(C(=O)CSc2nc(-c3ccccc3)cs2)CC(C)O1 (stereo not given)
47. O=C(CSc1n[nH]c(=O)n1-c1ccccc1)N1CCOCC1
48. Cc1ccc(C)c(NC(=O)COc2cccc3c2CCN(Cc2ccccc2C)C3=O)c1
Screen / compound no.	41	42	43	44	45	46	47	48
IL-2 act	-2.8	-0.4	-1.4	0.5	-0.6	-0.4	-2.6	0.1
GLP-1R inv ag	15%	u	-2%	u	-5%	0%	-2%	0%
PI5P4K alpha inh	-6	-1	-1	34	-2	1	-4	6
D3 ag	-5	-16	-2	6	-5	-2	-4	2
GLP1R ag	3%	-7%	-4%	7%	2%	9%	0%	3%
WRN helicase inh	1%	-11%	4%	-3%	-15%	-9%	0%	-4%
HEK293 tox	-1%	-23%	2%	-4%	6%	1%	15%	-14%
PLK1 PBD block	-15%	-10%	-4%	-8%	27µM*	-28%	-10%	-2%
DRD3 antagonist	-5	-15	-16	53	11	2	-16	-2
